High-throughput results: PubChem, The Scripps Research Institute Molecular Screening Center
ADAM10 inh – inhibitors of human ADAM10; AID 720582; 370,000 compounds, 0.62% hits; O14672; recombinant ADAM10, EDANS/DABCYL FRET peptide cleavage, 3 h; inhibition, % at 7 µM;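 active = inhibition above a per-campaign cutoff equal to the mean of compounds falling between control-based bounds plus 3 SD, cut at about 20% in these data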;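 also: 0% = DMSO wells while the 100% control is not disclosed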
Target sequence (O14672 214-748 limits assumed): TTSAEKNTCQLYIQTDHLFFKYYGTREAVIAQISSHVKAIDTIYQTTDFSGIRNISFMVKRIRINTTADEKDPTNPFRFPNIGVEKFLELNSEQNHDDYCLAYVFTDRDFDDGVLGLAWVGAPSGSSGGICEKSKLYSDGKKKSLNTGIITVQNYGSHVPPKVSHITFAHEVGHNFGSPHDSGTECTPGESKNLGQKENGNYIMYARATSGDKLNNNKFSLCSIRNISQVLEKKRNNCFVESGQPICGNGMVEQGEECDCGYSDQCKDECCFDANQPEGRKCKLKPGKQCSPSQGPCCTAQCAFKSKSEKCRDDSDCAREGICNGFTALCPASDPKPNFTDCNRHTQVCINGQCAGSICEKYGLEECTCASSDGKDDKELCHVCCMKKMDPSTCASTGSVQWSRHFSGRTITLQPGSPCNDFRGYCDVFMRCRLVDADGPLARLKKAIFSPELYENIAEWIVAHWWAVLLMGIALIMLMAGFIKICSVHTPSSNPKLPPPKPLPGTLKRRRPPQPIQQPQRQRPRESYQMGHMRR
PLC-gamma1 inh – PLC-gamma1 (human) inhibition, primary screen. P19174. purified PLC-gamma1, fluorogenic substrate, fluorescence. 370,000 compounds, 0.84% hits. inhibition, % at 12.2 µM; in the data active = inhibition above about 9.5%
FXN GAA850 act – activators of GAA850 frataxin (FXN) promoter; HEK293 lucGAA850 FXN promoter luciferase reporter, 24 h; percent of 10 µM SAHA response; activation, % at 6 µM; 360,000 compounds, 0.56% hits;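 active = activation above the average of all compounds screened plus 3 SD, cutoff fixed separately per campaign, cut at about 7.5% in these data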;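 also: 0% = DMSO wells and 100% = 10 µM SAHA wells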
hcDAF-12 act – activators of H. contortus DAF-12 nuclear receptor. HEK293 hcDAF-12 lit1-tk-luc reporter, luminescence; 0% DMSO, 100% Δ7-dafachronic acid. activation, % at 6.8 µM. 370,000 compounds, 1.4% hits;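 active = activation above the mean of all tested compounds plus 3 SD, cut at about 5.5% in these data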;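 also: 100% = response to 3 µM Δ7-dafachronic acid high control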
sPLA2-III inh – Blocks human group III sPLA2 activity; Q9NZ20; AID 743126; inhibition, % at 12.2 µM; 370,000 compounds, 0.56% hits; QFRET BODIPY PC-A2 liposome hydrolysis, fluorescence;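 active = inhibition above mean plus 3 SD of compounds lying within the high and low control bounds, cut at about 19% in these data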;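 also: 0% = median of test compound wells and 100% = no enzyme DMSO wells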
DAX1 inh-1 – blocks DAX1 repression of SF-1 activated StAR promoter; HEK293T StAR-luciferase reporter, SF-1/DAX-1 repression relief; inhibition, % at 6.8 µM; 370,000 compounds, 1.1% hits; AID 652010;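 active = inhibition above the mean over all tested compounds plus 3 SD, cut at about 3.6% in these data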;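 also: 0% = DAX-1 cells with DMSO and 100% = cells lacking DAX-1 with DMSO; higher inhibition means more luminescence from relief of DAX-1 repression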
DAX1 inh-2 – inhibits human nuclear receptor DAX1 | P51843 | HEK293 Gal4-DAX1 luciferase reporter, luminescence | inhibition, % at 6.75 µM | 340,000 compounds, 0.99% hits | AID 504766;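 active = inhibition above the mean over all tested compounds plus 3 SD, cut at about 4.2% in these data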;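 also: 0% = DAX1-transfected cells with DMSO and 100% = empty-vector control cells with DMSO; inhibition shows as a rise in luminescence from relieved DAX1 repression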
Target sequence (P51843 207-470 limits assumed): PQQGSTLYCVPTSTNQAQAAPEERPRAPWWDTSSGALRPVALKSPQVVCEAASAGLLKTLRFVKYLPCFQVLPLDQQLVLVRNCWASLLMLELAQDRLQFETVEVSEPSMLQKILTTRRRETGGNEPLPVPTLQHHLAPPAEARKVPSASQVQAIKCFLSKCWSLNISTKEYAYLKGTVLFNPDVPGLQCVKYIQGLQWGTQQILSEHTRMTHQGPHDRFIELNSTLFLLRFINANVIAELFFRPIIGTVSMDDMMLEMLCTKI
ADAM17 inh – ADAM17 inhibition, QFRET primary screen. AID 720648. recombinant ADAM17, EDANS/DABCYL FRET peptide cleavage. inhibition, % at 6.95 µM. P78536. 370,000 compounds, 0.83% hits;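 active = inhibition above the mean of compounds lying between control limits plus 3 SD, set per campaign, cut at about 8.5% in these data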;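 also: 0% = DMSO-only wells as the low control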
PLC-beta3 inh – blocks human PLC-beta3 enzyme activity; Q01970; Purified PLC-beta3, fluorogenic substrate, fluorescence; inhibition, % at 12.2 µM; 370,000 compounds, 0.18% hits; AID 720704; in the data active = inhibition above about 11%;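 also: 0% = median of compound wells on plate and 100% = full blocker control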
hgDAF12 agonist – activates the H. glycines DAF-12 receptor ligand-binding domain. AID 687014. HEK293 GAL4-hgDAF12 UAS-luciferase reporter, agonist luminescence; normalized to butyrate control. 370,000 compounds, 1.8% hits. activation, % at 6.8 µM;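 active = activation above a cutoff set at the mean of all screened compounds plus 3 SD, cut at about 10% in these data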;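 also: 0% = DMSO wells and 100% = sodium butyrate wells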
ssDAF-12 act – activators of S. stercoralis DAF-12 nuclear receptor. HEK293 ssDAF-12/GRIP1 lit1-tk-luc reporter, luminescence; % of 3 µM dafachronic acid response. activation, % at 6.8 µM. 370,000 compounds, 1% hits. AID 652126;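 active = activation above the mean over all tested compounds plus 3 SD, cut at about 0.9% in these data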;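 also: 0% = DMSO-only wells and 100% = 3 µM delta7-dafachronic acid wells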
Numbers without * were called inactive; . = no result given.

SMILES	ADAM10 inh	PLC-gamma1 inh	FXN GAA850 act	hcDAF-12 act	sPLA2-III inh	DAX1 inh-1	DAX1 inh-2	ADAM17 inh	PLC-beta3 inh	hgDAF12 agonist	ssDAF-12 act
COc1ccc(C(=O)NCc2cn3c(C)csc3n2)cc1OC	-4	0	4.5	-1.9	2	0.7	1.1	-3	2	-0.8	-1.7
O=C(O)C1C2C=CC(C2)C1C(=O)Nc1ccc(C(=O)N2CCCCC2)c(Cl)c1 (centres undefined)	6	0	-2.3	-0.1	3	0.1	-0.3	-3	0	0.4	-0.7
OC(Cc1cccnc1)c1ccccc1 (centres undefined)	-12	3	1.5	-0.5	4	0.3	-0.2	-3	1	-2.1	-0.6
CCc1ccc2c(c1)CCCN2C(=O)c1ccccc1C(=O)O	-15	-10	-3.5	-0.2	-2	0.2	-0.1	-7	-10	-1.6	0.3
O=C(CCc1nnc(CCC2CCCCC2)o1)NCCc1ccccn1	2	-1	0.2	-0.6	-4	-0.1	-0.9	1	-1	-1.8	-1.1
CCn1c(Cc2ccc(OC)cc2)nnc1SCC(=O)NC1CC1	0	2	1.6	-1.0	6	1.5	0.4	-2	-4	4.0	-1.5
O=[N+]([O-])c1ccc(C(O)CN2CCN(c3ccccc3)CC2)cc1 (centres undefined)	-5	2	1.8	4.0	-2	0.2	0.8	-1	-5	2.8	0.2
O=C(Nc1nnc(CCc2ccccc2)s1)c1ccc(F)cc1	-18	-5	-0.8	-0.1	0	-0.3	1.8	-5	-7	-0.1	-1.8
O=C(NC1CCCC1)C1CCN(C(=O)c2cc(Cl)ccc2Cl)CC1	-2	-1	-2.5	0.6	4	-0.2	1.1	-4	-6	2.6	-1.4
Cc1cc(C(=O)CN2CCCCC2)c(C)n1-c1ccc(F)cc1	2	-1	4.7	0.5	-1	1.1	2.5	0	1	5.3	-1.1
O=C(CN1CCN(Cc2ccccc2)CC1)NC(c1ccccc1)c1ccccc1	0	2	-2.2	-1.8	-6	-0.2	-1.7	-1	-5	-1.7	-1.2
Cc1ccc(Nc2nc(NCC3CC3)nc3ccsc23)c(C)c1	-1	-15	-3.4	-1.6	-2	-5.0	.	2	-17	-3.2	-1.2
O=C(NCCN1CCOCC1)c1ccccc1[N+](=O)[O-]	2	2	1.7	-0.2	4	1.0	-0.5	0	5	0.7	-1.2
COc1ccccc1N/C=C/C(=C(C#N)C#N)N(C)C	0	0	0.2	0.6	-1	0.5	-0.5	-2	-5	0.3	-1.4
COc1cc(NC(=O)C2C3C=CC(C3)C2C(=O)O)ccc1NC(=O)c1ccccc1 (centres undefined)	-11	0	-0.6	-2.7	5	-0.2	0.2	-4	-13	-2.3	-1.4

One compound at a time (already shown). Order of values: ADAM10 inh	PLC-gamma1 inh	FXN GAA850 act	hcDAF-12 act	sPLA2-III inh	DAX1 inh-1	DAX1 inh-2	ADAM17 inh	PLC-beta3 inh	hgDAF12 agonist	ssDAF-12 act
Results for CCn1c(Cc2ccc(OC)cc2)nnc1SCC(=O)NC1CC1 : 0	2	1.6	-1.0	6	1.5	0.4	-2	-4	4.0	-1.5
Results for O=[N+]([O-])c1ccc(C(O)CN2CCN(c3ccccc3)CC2)cc1 (centres undefined) : -5	2	1.8	4.0	-2	0.2	0.8	-1	-5	2.8	0.2

Next part.
SMILES	ADAM10 inh	PLC-gamma1 inh	FXN GAA850 act	hcDAF-12 act	sPLA2-III inh	DAX1 inh-1	DAX1 inh-2	ADAM17 inh	PLC-beta3 inh	hgDAF12 agonist	ssDAF-12 act
Cc1ccc(C(=O)N2C3C=CC(C3)C2(C(F)(F)F)C(F)(F)F)cc1 (centres undefined)	-4	1	2.2	-2.2	-4	-0.2	1.0	-1	1	-1.1	-1.6
O=C(Nc1ccsc1C(=O)O)c1ccccc1	2	2	2.4	0.2	2	0.2	1.7	-3	0	3.1	-1.0
O=S(=O)(Nc1ccc(F)cc1Cl)c1ccc(-c2cnc(C3CC3)o2)cc1	11	-7	-1.8	-1.6	-36	-6.3	-1.1	1	-14	-2.6	-1.3
Cc1cc(C)cc(NC(=S)N2CCC(NC(=O)c3ccco3)CC2)c1	3	4	-0.9	2.6	6	0.1	0.4	2	-3	1.0	-0.7
NC(=O)C1CCN(C(=O)c2ccc(Cl)c(S(=O)(=O)NCc3ccco3)c2)CC1	4	5	1.3	-0.7	-1	0.1	-0.3	0	1	2.1	-0.1
O=C(COc1cccc2ccccc12)NNC(=O)Nc1ccccc1	4	2	-0.3	0.2	-33	0.6	2.3	2	4	0.3	-1.9
CCC(c1nnc(SC(C)C(=O)NC2CC2)n1-c1ccc(OC)cc1)N(C)C (centres undefined)	-9	3	-0.2	0.5	12	0.9	0.2	-5	-6	0.5	-0.7
Cc1cc(NC(=O)CSc2ccccn2)cc(NC(=O)CSc2ccccn2)c1	6	0	-1.2	1.3	4	-0.1	0.3	3	-1	0.3	-1.0
CCCCC(=O)NCCNc1nc2c(c(=O)n(C)c(=O)n2C)n1Cc1ccc(F)cc1	-1	8	-1.2	-2.1	6	0.4	-1.0	1	6	0.0	-0.8
Cc1cccc(C)c1NC(=O)CNC(=O)CN1C(=O)NC2(CCc3ccccc32)C1=O (centres undefined)	-23	2	-0.1	-1.2	16	1.7	0.9	-2	-8	-0.5	-0.8
Cc1c(CCC(=O)O)c(=O)oc2c(C)c3occ(-c4ccc(Br)cc4)c3cc12	-58	-48	-0.4	-1.4	11	-0.4	-0.8	-27	-87	2.1	-0.7
COc1ccccc1-c1cn(C(C)(C)C)nc1C	-7	-1	-2.3	-1.7	1	-0.1	0.2	0	4	-1.4	-2.4
CCCCN=C(N)NC(=O)OCc1ccccc1	-4	0	.	3.9	4	1.8	.	-2	6	5.2	-0.1
CCc1c(C(=O)NNC(=S)NCC2CCCO2)csc1C (centres undefined)	1	6	-0.7	-1.3	12	0.0	0.3	5	4	-1.5	-1.8
CC(C)(C)c1ccc(OCC(=O)NNC(=O)Cc2cccs2)cc1	5	1	-0.4	1.0	-29	0.1	0.5	-1	1	0.2	-0.8
COC(=O)c1ccc(OCC(=O)c2ccc(C)c(C)c2)cc1	15	4	2.1	-1.8	-13	0.8	0.0	-1	6	4.3	-1.5
CCOC(=O)c1oc2ccccc2c1NC(=O)c1cc(OC)cc(OC)c1	-3	-5	3.7	-2.3	6	0.2	-0.8	-4	-11	-2.5	-1.7
CCCCNc1c(NC(C)=O)c(=O)oc2ccccc12	-12	0	-0.5	-1.9	6	0.1	-0.1	-7	1	-1.0	-1.2
Cc1cccc(NC(=O)c2cccc([N+](=O)[O-])c2O)c1C	0	2	5.3	3.4	-3	4.1*	2.7	0	5	13*	-0.2
Cn1nnnc1Sc1ncnc2scc(-c3ccc(C(F)(F)F)cc3)c12	-6	5	-8.6	-4.0	6	-1.8	-4.5	-1	-1	-11	-1.6
CN(C)c1ncc(CN2CCC(CO)(CCCc3ccccc3)CC2)s1	8	4	1.3	0.0	3	-0.5	-0.7	-7	-2	-1.7	0.2
Cc1ccc(NC(=O)N2CCC(C(=O)NCc3ccccc3)CC2)cc1	2	-1	1.7	0.4	-2	-0.4	-1.2	-1	3	1.1	-1.4
Cn1c(=O)oc2cc(S(=O)(=O)NCc3ccc(F)cc3)ccc21	-4	-3	1.2	1.3	-2	-0.7	0.8	0	-3	0.4	-0.4
COc1ccc(S[C@]2(C(=O)N3CCN(c4ncccn4)CC3)CC(=O)N(c3ccc(OC)cc3)[C@@H]2c2ccc(OC)cc2)cc1	14	-5	.	0.7	-10	-1.5	.	6	-1	-6.0	-1.2
CC(C)[C@H](NC(=O)C1CCN(S(=O)(=O)c2ccccc2)CC1)C(=O)NCc1ccccn1	-9	3	1.3	-0.2	-2	-0.2	0.3	-2	0	0.2	-1.2
COC(=O)c1c(C(=O)OC)c(-c2ccc(Cl)cc2)n2c1CS(=O)(=O)C2	-1	-1	0.7	-1.1	-2	-0.3	.	-2	-1	-2.8	-1.9
CCc1nc2ccc(C(=O)NCCOc3ccc(OC)cc3)cn2c1N(CCN(C)C)CC1CC1	-6	0	-3.2	1.9	-11	-0.4	.	1	-3	6.8	-1.6
CC(=O)c1cccc(N(C(=O)CNC(=O)c2cccs2)C(C(=O)NCC2CCCO2)c2ccccc2)c1 (centres undefined)	5	1	1.0	-2.7	8	-0.2	0.2	-9	-11	-0.9	-1.1
O=C(CCN1CCCC1)Nc1ccccc1	7	7	-2.1	0.2	7	0.0	3.1	3	5	-1.8	-1.1
C=CCn1c(=O)c2ccccc2n2c(SCC(=O)NCc3cccs3)nnc12	8	0	-2.4	-2.4	4	-0.3	0.7	-2	2	-1.2	-0.8
O=C(Cn1c(=O)c2cccn2c2cccnc21)NCCCN1CCN(c2ccc(Cl)cc2)CC1	-9	-1	.	-3.2	-7	.	.	-3	4	3.1	-1.4
CN(C)Cc1csc(NC(=O)Nc2ccccc2Cc2ccccc2)n1	-11	3	1.3	0.6	-4	1.8	.	-4	2	-1.9	-0.9
CC(=O)c1cccc(-c2ccnc3c2CC(C(=O)NCc2ccc(F)c(F)c2)O3)c1 (centres undefined)	-11	-1	-3.6	-0.6	-1	-2.2	.	-4	2	-3.3	-0.8
CC(=O)CSc1ncnc2scc(-c3ccc(F)cc3)c12	9	5	0.5	-0.3	4	0.3	1.4	-3	1	1.1	-0.8
Cc1noc(C)c1C(=O)NC1CCCc2ccccc21 (centres undefined)	-12	3	1.1	-1.7	5	0.2	1.4	1	3	-1.3	-1.2
Cc1sc(NC(=O)c2ccco2)nc1-c1ccccc1	-7	-91	4.8	7.8*	-7	2.6	3.9	-4	-108	14*	0.6
C=CCOC(=O)CC(NC(=O)c1ccccc1)c1ccccc1 (centres undefined)	-4	0	-2.0	-1.9	3	-0.1	0.3	-4	3	-1.5	-1.2
O=S(=O)(c1cccc(-c2nc3n(n2)Cc2ccccc2-3)c1)N1CCCC1	-5	4	2.5	-1.5	-4	-0.1	-0.6	-4	0	-0.4	-1.6
C=CCn1c(SCC(=O)Nc2cccc(S(N)(=O)=O)c2)nnc1C1CCCCC1	-16	3	-0.4	-2.0	4	-2.1	-0.7	-4	-1	1.3	-1.1
O=[N+]([O-])c1ccccc1S(=O)(=O)Nc1ccn(Cc2c(F)cccc2Cl)n1	-2	-1	1.3	-0.9	-9	0.6	0.5	-3	-8	0.8	-1.1
Cc1cccc(NC(=S)NCCc2ccc(F)cc2)c1C	6	5	-0.5	-2.1	8	0.1	1.2	3	-4	0.5	-1.4
CCOc1ccccc1NC(=O)COC(=O)C(CC)c1ccccc1 (centres undefined)	22*	3	0.1	-1.5	-5	-0.8	-0.3	11*	6	0.5	-1.2
CCN1C(=O)C2(C(C#N)=C(N)Oc3n[nH]c(COC)c32)c2ccccc21 (centres undefined)	-5	3	-1.2	-1.2	-2	-0.4	2.8	-2	1	0.4	-1.5
Cc1nc(N2CCC(C)CC2)c2oc3ccccc3c2n1	-7	-7	-0.4	-2.1	4	-1.0	0.6	0	-11	-1.9	-1.6
Oc1ccc(-c2cn3ccccc3n2)cc1	-167	-197	1.6	4.3	2	1.8	1.9	-49	-255	13*	0.9
